Source: PubChem
Rad51 HR inh: human RAD51 strand exchange inhibitors, primary screen, biochemical, fluorescence. DNA repair protein RAD51 homolog 1 (Homo sapiens), Q06609. hRad51 DNA strand exchange, fluorescence dequenching. inhibition, % at 10 µM. 200,000 tested, 0.085% active;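 active means inhibition above 40% at the single screening dose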;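 further: 0% = DMSO control wells and 100% = blanks with heterologous ssDNA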
Target sequence (Q06609 whole entry, looked up): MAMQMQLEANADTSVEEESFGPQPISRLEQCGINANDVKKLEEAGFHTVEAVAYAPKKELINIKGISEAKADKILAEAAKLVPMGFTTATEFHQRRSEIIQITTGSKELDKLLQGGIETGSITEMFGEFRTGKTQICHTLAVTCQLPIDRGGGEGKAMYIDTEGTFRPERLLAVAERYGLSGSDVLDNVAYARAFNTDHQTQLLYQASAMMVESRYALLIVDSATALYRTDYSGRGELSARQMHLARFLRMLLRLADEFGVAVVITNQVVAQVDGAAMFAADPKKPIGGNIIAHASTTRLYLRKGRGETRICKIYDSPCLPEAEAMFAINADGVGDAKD
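Material: human Rad51–ssDNA filaments; Probe or stimulus: labelled 47-mer dsDNA for strand exchange; Doses: single 10 µM dose; Incubation: 37 °C 15-min filament assembly, 30-min compound preincubation, 15-min exchange; Technique: FRET fluorescence dequenching, excitation 485 nm, emission 520 nm; Measure: Fluorescence-based percent inhibition, control- and blank-normalised; Benchmarks: plate control and blank wells.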
NCF1 inh: p47phox/p22phox peptide binding inhibitors, primary screen, biochemical, uHTS, NADPH oxidase regulatory subunit. 220,000 tested, 0.53% active. fluorescence polarization, 2 h. inhibition, % at 24.7 µM. AID 1274, 2008;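 further: 0% = p47phox with labelled peptide and 100% = labelled peptide alone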
EBV gp42 block: Epstein-Barr virus gp42 inhibitors, primary screen, biochemical, uHTS, fluorescence polarization; Glycoprotein 42 (Epstein-Barr virus (strain AG876)), Q1HVG2; Fluorescence polarization binding assay, mP read-out; inhibition, % (tested at 21.74 µM); 220,000 tested, 0.42% active; AID 1085, 2008; in the data active means inhibition above about 50%
Target sequence (Q1HVG2 whole entry, looked up): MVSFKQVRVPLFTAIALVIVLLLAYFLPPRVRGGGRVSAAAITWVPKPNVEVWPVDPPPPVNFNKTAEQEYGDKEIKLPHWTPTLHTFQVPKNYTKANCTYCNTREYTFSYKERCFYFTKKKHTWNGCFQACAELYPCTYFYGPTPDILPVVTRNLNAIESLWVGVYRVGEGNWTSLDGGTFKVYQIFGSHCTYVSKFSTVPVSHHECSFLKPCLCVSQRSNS
Furin inh: human furin inhibitors, primary screen, biochemical, fluorescence intensity; purified furin, fluorogenic substrate cleavage; inhibition, % at 30 µM; 220,000 tested, 0.061% active; in the data active means inhibition above about 25%; further: inactives centre near -15
thrombin 1536: human alpha-thrombin inhibitors, primary screen, counter-screen for coagulation protease inhibitor project, biochemical, 1536-well, fluorogenic AMC substrate; Prothrombin (Homo sapiens), P00734; Boc-VPR-AMC fluorogenic substrate cleavage; inhibition, % at 5 µM; 220,000 tested, 0.26% active;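 active means inhibition at or above 40%; inactive means inhibition below 40%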;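 further: 0% = enzyme with no compound and 100% = wells without enzyme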
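Material: human alpha-thrombin enzyme / Medium: pH 7.5 Tris (50 mM) with NaCl 150 mM, Tween 20 0.05% / Compound: single-point dosing at 5 µM, 0.2% DMSO / Incubation: enzyme reaction carried out at room temperature / Detection: AMC fluorescence, 355/460 nm / Read-out basis: percent inhibition scaled between no-compound controls and no-enzyme blanks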
14-3-3 Bad inh: inhibitors of 14-3-3 zeta/Bad binding, primary screen, biochemical, TR-FRET, bovine 14-3-3 zeta | TR-FRET 14-3-3zeta/Dy647-pBad peptide displacement, 1 h | inhibition, % at 21.7 µM | 220,000 tested, 0.71% active | AID 781, 2007;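 active means inhibition above about 70%, limit read from the data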;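 further: 0% = full 14-3-3 plus peptide FRET controls and 100% = background without 14-3-3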
Target sequence (P63103 whole entry, looked up): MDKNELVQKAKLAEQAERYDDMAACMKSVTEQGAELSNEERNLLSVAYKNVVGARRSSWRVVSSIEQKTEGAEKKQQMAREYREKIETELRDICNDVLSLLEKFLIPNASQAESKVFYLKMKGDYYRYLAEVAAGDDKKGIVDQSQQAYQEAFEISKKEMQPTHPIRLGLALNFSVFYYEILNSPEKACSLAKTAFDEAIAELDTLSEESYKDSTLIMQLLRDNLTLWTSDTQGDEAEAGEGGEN
hK5 inh: human KLK5 protease inhibitors, primary screen, biochemical, 1536-well. AID 873, 2007. inhibition, % at 5 µM. 210,000 tested, 0.59% active. recombinant hK5, fluorogenic AMC substrate cleavage;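 active means inhibition of 40% or more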;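 further: 0% = enzyme controls without compound and 100% = no-enzyme blanks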
Target sequence (Q9Y337 67-293 limits assumed): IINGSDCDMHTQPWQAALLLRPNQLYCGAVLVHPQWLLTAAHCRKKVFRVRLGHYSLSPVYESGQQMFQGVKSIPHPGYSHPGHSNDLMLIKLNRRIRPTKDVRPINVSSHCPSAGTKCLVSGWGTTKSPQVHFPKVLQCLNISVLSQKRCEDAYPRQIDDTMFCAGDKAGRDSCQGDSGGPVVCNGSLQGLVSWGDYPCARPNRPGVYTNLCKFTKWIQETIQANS
Cl transport mod: KCC2 cotransporter modulators, thallium flux, primary screen, cell-based, HEK293 KCC2, FluoZin-2 fluorescence, MLSMR. Solute carrier family 12 member 5 (Homo sapiens), Q9H2X9. B-score of Tl+ flux slope (higher = more flux/activation; lower = inhibition) at 10 µM. KCC2 cells, thallium flux FluoZin-2 fluorescence. 190,000 tested, 2.2% active;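 active means thallium flux slope and its plate-corrected score both differing from the plate sample mean at a set confidence after two filtering rounds, in either direction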;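 further: slope of fluorescence scaled to starting intensity during 10 to 20 s after thallium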
eIF4E 4G PPI: eIF4E–eIF4G protein interaction inhibitors, primary screen, biochemical, uHTS, TR-FRET, eIF4GI fragment; Eukaryotic translation initiation factor 4E (Mus musculus) + Eukaryotic translation …; TR-FRET eIF4E-eIF4GI(517-606) binding, 2 h; inhibition, % at 21.7 µM; 220,000 tested, 0.37% active; AID 782, 2007;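 further: 0% = full FRET control wells and 100% = background wells lacking eIF4GI fragment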
Numbers without * were called inactive; / = no result given; [ ] = remark or other dose.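 How the source made its calls, unless noted: active means inhibition above about 30% (limit read from the data); inactive means the rest.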 Random draw from the library; overall some 4.7% were active at least once.

SMILES	Rad51 HR inh	NCF1 inh	EBV gp42 block	Furin inh	thrombin 1536	14-3-3 Bad inh	hK5 inh	Cl transport mod	eIF4E 4G PPI
O=S(=O)(Cc1ccccc1)NCC1CCCN(Cc2ccc3nonc3c2)C1 (stereo unspecified)	-2	-5	-3	-30	-5	-3	3	0.25	-1
O=C(Cc1ccccc1)NCc1ccccn1	-2	-3	-27	-19	-6	3	-4	0.27	1
O=C1OCCC1Sc1nnc(-c2ccco2)o1 (stereo unspecified)	3	-4	-25	-10[20 µM]	3	19	1	/	2
Cc1nc2ccc([N+](=O)[O-])cc2s1	/	0	5	-19	-1	4	4	0.94	6
CN(C)CCNC(=O)C1CCCNC1=O (stereo unspecified)	-10	-13	-5	-23[20 µM]	0	0	-14	0.39	3
Cc1cccc(C(=O)NC(=S)N2CCc3ccccc3C2)c1	/	-10	-7	-2	0	-1	5	125*	0
O=C1/C(=C/c2cccc([N+](=O)[O-])c2)CCc2ccccc21	/	0	11	-5	-5	-1[fluorescence artefact?]	-8	-3	1
CC(C)CNS(=O)(=O)c1ccc(S(=O)(=O)N2CCN(CCC#N)CC2)cc1	0	3	-3	-17	-12	-3	-27	-0.16	-7
N#CC1=C(N)Oc2n[nH]c(-c3cccnc3)c2C1c1ccc([N+](=O)[O-])o1 (stereo unspecified)	-1	-17	-17	-24	-6	-2	-1	0.00075	-3
COC(=O)C1CCN(C(=O)Cc2c(OC)ccc3cc(Br)ccc23)CC1	-19	-3	-7	-22	-3	-10	-10	-0.029	0
COC(=O)c1cc(-c2ccc(Br)cc2)on1	/	0	-9	-10	3	-7	-11	-2.3	-2
COc1ccccc1NC(=O)Nc1nnc(CC(=O)Nc2ccccc2C)s1	3	-7	1	-25	-6	-3	-4	-0.26	-3
Cc1ccc2cc(NC(=O)c3cccc(F)c3)ccc2n1	-2	-2	-10	-22	-3	7	3	0.0011	1
CCN(CC)C(=O)CSc1nnc(SCc2ccc(Cl)cc2)s1	6	-13	-25	-31[20 µM]	-4	-2	-24	-1.7	-5
O=C(CCC(=O)c1cccs1)OCC(=O)N1CCN(C(=O)c2ccco2)CC1	1	-4	-11	-20	0	6	-6	/	0[fluorescence artefact?]
N#Cc1ccc(Cn2ccnc2C(=O)Nc2ccccc2)cc1	3	-2	-2	-26	-5	-5	-1	0.19	2
CCOC(=O)c1cc(C(=O)OCC)c(=O)[nH]c1C	/	-3	-8	-26	0	-3[fluorescence artefact?]	-6	-0.26	-1[fluorescence artefact?]
C/C(=N\NC(=O)Cc1cccn1C)c1ccc([N+](=O)[O-])cc1	18	-8	-6	-13	-9	-5	8	-0.21	0
CC(NCc1ccc(S(N)(=O)=O)cc1)C(=O)Nc1cccc(Cl)c1 (stereo unspecified)	-3	-3	-9	-18	18	-4	-5	1.7	2
COC(=O)c1c(C)n(-c2ccccc2)c2ccc(O)cc12	-9	-8	-11	-16	-6	-1	-11	-1.2	3

Rewritten with values under each structure: four of the compounds above
Fields: Rad51 HR inh | NCF1 inh | EBV gp42 block | Furin inh | thrombin 1536 | 14-3-3 Bad inh | hK5 inh | Cl transport mod | eIF4E 4G PPI
CC(C)CNS(=O)(=O)c1ccc(S(=O)(=O)N2CCN(CCC#N)CC2)cc1
 : 0 | 3 | -3 | -17 | -12 | -3 | -27 | -0.16 | -7
CCN(CC)C(=O)CSc1nnc(SCc2ccc(Cl)cc2)s1
 : 6 | -13 | -25 | -31[20 µM] | -4 | -2 | -24 | -1.7 | -5
N#CC1=C(N)Oc2n[nH]c(-c3cccnc3)c2C1c1ccc([N+](=O)[O-])o1 (stereo unspecified)
 : -1 | -17 | -17 | -24 | -6 | -2 | -1 | 0.00075 | -3
Cc1cccc(C(=O)NC(=S)N2CCc3ccccc3C2)c1
 : / | -10 | -7 | -2 | 0 | -1 | 5 | 125* | 0

The list goes on:
SMILES	Rad51 HR inh	NCF1 inh	EBV gp42 block	Furin inh	thrombin 1536	14-3-3 Bad inh	hK5 inh	Cl transport mod	eIF4E 4G PPI
S=C(NC12CC3CC(CC(C3)C1)C2)N1CCCC1	1	0	-6	-4	2	-17	-19	0.038	4
COc1ccc(NC(=O)c2ccc3ccccc3c2)cc1NS(=O)(=O)c1ccc(F)cc1	-1	-28	-16	-16	-10	-12	-16	-1	16
CC(C)OC(=O)c1cc(C(=O)c2cc(Cl)ccc2O)coc1=N	16	-31	-17	-9	-1	-5	-13	-0.61	2
CCC(CC)C(=O)Nc1ccc(C)cc1O	1	-1	-1	-12	-4	-11	-2	/	3
Cc1ccc(NC(=O)CN(C)C(=O)/C=C/c2cccs2)cc1	/	3	-20	-18	-4	-3[fluorescence artefact?]	-20	-0.13	-2
COc1ccccc1NC(=S)N1CCC(NC(=O)C23CC4CC(CC(C4)C2)C3)CC1	-7	-2	-16	-23	-6	-8	-6	0.18	3
O=C(/C=C/c1ccccc1)N/C(=C/c1ccccc1)C(=O)Nc1ccccc1O	-8	-15	-19	-19[20 µM]	4	-5	0	/	-2
O=C1CCN(c2ncccc2[N+](=O)[O-])CC1	-9	-6	2	-3	-10	2	4	1.1	-1
O=C(CSc1nc2ccccc2c(=O)n1Cc1ccc(C(=O)NC2CC2)cc1)NCc1ccco1	-1	-15	7	-12	-6	4[fluorescence artefact?]	-13	-0.16	-4[fluorescence artefact?]
O=C(NCCCO)/C(=C\C=C\c1ccccc1)NC(=O)c1ccccc1Cl	/	-14	-12	12	5	-20[fluorescence artefact?]	3	-2.9	0
Cc1onc(-c2ccccc2)c1C(=O)Nc1sc2c(c1C(N)=O)CCC2	-8	-27	8	-5	23	-15	2	/	-9
CS(=O)(=O)N(Cc1ccc(Cl)cc1)c1ccc(C(=O)NCc2ccccn2)cc1	-2	-10	-8	-21	-1	-6	-1	1.8	0
COc1ccc(CC(=O)n2[nH]c(=O)cc(C)c2=O)cc1OC	16	-9	-3	-10	-2	-6	0	-0.76	-2
CCc1nnc(NC(=O)C(C)N2C(=O)C3C4C=CC(C4)C3C2=O)s1 (stereo unspecified)	-1	-15	-27	-17	1	-8	-7	1.2	-2
CN(C)CCCNc1ccc(-c2cc(Nc3cccc(Cl)c3)ncn2)cn1	-9	-34	-9	-2	-4	0	-2	-0.33	5
CN(C)CCCN(C(=O)COc1ccc(Cl)cc1)c1nc2ccc(F)cc2s1	8	-14	-20	-26	0	10	8	0.23	-14
COc1ccc(CCNC(=O)C2CCCN2C(=O)Nc2cccc(C(C)=O)c2)cc1OC (stereo unspecified)	3	5	-31	-9	3	5[fluorescence artefact?]	-7	/	-8[fluorescence artefact?]
CC(=O)Nc1ccc(-c2csc(N/N=C(/C)c3ccccc3)n2)cc1	2	-12	-19	-7	2	-7	3	-0.05	4
CCOC(=O)CSc1n[nH]c(NC(=O)CC)n1	-3	3	4	-11	1	0	/	1.7	1
O=C(NC1CC1)C1=C[C@@H](c2c[nH]c3ccccc23)C[C@@H](OCc2ccc(CO)cc2)O1	6	-5	6	-14	-7	-6	3	-1.8	4
CCCc1[nH][nH]c(=O)c1C(c1ccccc1)C(C#N)C#N (stereo unspecified)	-5	5	-7	-5[20 µM]	-5	-11[fluorescence artefact?]	-21	/	2
CCCCCn1c(CN2CCN(CCO)CC2)nc2c1c(=O)n(C)c(=O)n2C	1	-2	-14	-18	-3	-12	1	0.14	-1
C=CCNC(=O)C(C)N1C(=O)c2ccccc2C1=O (stereo unspecified)	-8	-10	-27	-9[20 µM]	-18	0	-5	0.14	0[fluorescence artefact?]
CC(=O)NCC(=O)N(C)C(C(=O)Nc1ccc(C(C)C)cc1)c1ccccc1 (stereo unspecified)	7	-14	-18	-24[20 µM]	0	-4	-28	/	-11
CCn1c(-c2nn(-c3ccccc3)ccc2=O)n[nH]c1=S	-9	7	4	-6	0	-4	7	0.57	3
CCOc1cc(S(=O)(=O)NCCN2CCOCC2)c(C)cc1C	/	-12	-29	-19[20 µM]	5	8	0	-1.8	-2
COc1ccc(CNC(=O)c2cc3c(s2)CN(Cc2ccccc2)C3)cc1	6	-6	-4	-13	-3	-6	5	-1.3	1
N#C/C(=C\c1ccc[nH]1)C(=O)NC1CC1	6	-29	9	-8[20 µM]	-3	-2[fluorescence artefact?]	-3	/	-4
O=C(NCc1ccc(F)cc1)c1cnc2n(c1=O)CCS2	-8	-7	-2	-22	-2	2	-3	0.95	2
COc1cc2[nH]c(=S)n(CCN3CCCCC3C)c(=O)c2cc1OC (stereo unspecified)	-1	-5	-14	-7	-4	0	-10	-0.061	-8[fluorescence artefact?]
O=C(CCN(CCO)Cc1ccccc1)Nc1ccc(Br)cc1	0	-1	7	-20	-4	31[fluorescence artefact?]	-7	-0.5	0
COc1ccc(C2c3[nH]c4ccccc4c3CCN2C(=O)c2cn3ccccc3n2)c(F)c1 (stereo unspecified)	/	-36	-4	-10	0	-11	/	-0.44	4
CC(=O)C1=C(C)NC(SCC(=O)Nc2nc3ccccc3s2)=C(C#N)C1c1ccc(Cl)cc1 (stereo unspecified)	-1	-25	-8	1	-16	-5[fluorescence artefact?]	-7	-0.12	0
O=C(COC(=O)CCSc1ccc(Cl)cc1)Nc1ccc(F)cc1	-25	-3	2	-22	-7	26[fluorescence artefact?]	-14	0.45	15
Cc1ccc(OCC(=O)NNC(=O)CCC(=O)Nc2ccc(C)cc2C)cc1	/	-9	-1	-16[20 µM]	0	-9[fluorescence artefact?]	-16	/	5
Cc1cc(N2CCCC(C(=O)Nc3cccc(Cl)c3)C2)n2ncnc2n1 (stereo unspecified)	0	-7	-12	-20	-9	-6	4	0.25	2
O=C(COC(=O)C1CC(=O)N(C2CCCCC2)C1)c1ccc(F)cc1 (stereo unspecified)	1	-2	-14	-22	-2	6	-10	-0.65	-8[fluorescence artefact?]
CCSc1nnc(NC(=O)c2cccs2)s1	-10	1	2	-19	-3	-4	-16	0.14	12
O=C(c1coc2ccc(O)c(CN3CCOCC3)c12)C1CC1	-5	-3	-10	-12	0	26[fluorescence artefact?]	-10	/	1[fluorescence artefact?]
CCNc1nc(NC(C)C)nc(NS(=O)(=O)c2ccc(N)cc2)n1	1	3	1	-22[20 µM]	-5	5	-22	/	4
CC(C)[C@H](NC(=O)NCCC1=CCCCC1)C(=O)O	21	-9	0	-20	-2	2	2	-0.33	0
N#Cc1c2c(c(=S)n(-c3ccccc3)c1N)CCCC2	-12	-1	15	-6	-6	12[fluorescence artefact?]	0	/	5
Cc1ccc(S(=O)(=O)N(CC(=O)NCCC2=CCCCC2)Cc2ccccc2F)cc1	-19	-7	-6	-14[20 µM]	-2	33	-25	-0.63	-10[fluorescence artefact?]
COC(CNC(=O)c1cccnc1)OC	-50	-1	2	-12	-1	-2	-5	/	1
CCOC(=O)Cc1csc(NC(=O)c2ccc(OC)c(OC)c2)n1	-8	-5	3	-23[20 µM]	-1	-2	13	-0.0054	0[fluorescence artefact?]
